TNAP activators: human TNAP enzyme activators, primary screen, biochemical, luminescent, no phosphate acceptor, uHTS (AID 1001); purified TNAP, luminescent activation assay, no phosphate acceptor; higher activation fold means a stronger effect; one-dose activation fold at 20 µM; EC50 in µM for titrated hits; hit rate 0.03% among 200,000; in the data active = activation fold from about 3, or a potency from the dose series; inactive = the rest, 99 in 100 with activation fold below about 1.6; note: many of its hits are not listed in these tables
NOD1 NF-kB reporter: inhibition of NOD1-driven NF-kB reporter – cell-based, luminescence, uHTS, primary screen (AID 1578); NOD1-driven NF-kB luciferase reporter cells, luminescence; higher % means a stronger effect; one-dose inhibition, % at 4 µM; EC50 in µM for titrated hits; hit rate 1% among 290,000; in the data active = inhibition mostly above about 36%, no sharp cut-off; inactive = mostly below about 34%;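 note: HEK-293T reporter cells stimulated with the NOD1 agonist gamma-tri-DAP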
XIAP antagonists: small molecules displacing peptide from XIAP – biochemical, IAP family, fluorescence polarization (AID 1018). XIAP BIR domain, fluorescence polarization peptide displacement; higher % means a stronger effect. hit rate 0.007% among 200,000. displacement, % at 20 µM; hits with a dose series show IC50 in µM; in the data active = displacement above about 50%; note: a part of the inactive calls stands beside numbers as strong as those of hits
KOR beta-arrestin-1: KOR antagonists, beta-arrestin recruitment, cell-based, luminescence, uHTS (AID 1778); KOR beta-arrestin recruitment, luminescence, antagonist mode; higher % means a stronger effect; one-dose inhibition, % at 10 µM; IC50 in µM for titrated hits; hit rate 0.091% among 290,000; note: strong numbers were not always called active
LYP inhibition: PTPN22 lymphoid phosphatase activity blockers – biochemical, fluorescence intensity, uHTS (AID 1779). inhibition, % at 11.5 µM, or IC50 in µM where a hit was titrated. recombinant LYP phosphatase, fluorescence intensity; higher % means a stronger effect. hit rate 0.054% among 290,000;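 note: plate controls were vehicle with enzyme for no effect and no enzyme for full effect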
KOR beta-arrestin-2: kappa opioid receptor activators – cell-based, luminescence, uHTS, primary screen (AID 1777). KOR beta-arrestin recruitment, luminescence; higher % means a stronger effect. one-dose activation, % at 10 µM; EC50 in µM for titrated hits. hit rate 0.02% among 280,000; in the data active = activation above about 50%, passing the limit was not always enough; note: a part of the inactive calls stands beside numbers as strong as those of hits
human PMI inhibition: inhibitors of human PMI, primary screen, biochemical, fluorescence intensity, coupled assay (AID 1209); purified PMI enzyme, coupled fluorescence intensity; higher % means a stronger effect; hit rate 0.42% among 190,000; inhibition, % at 20 µM; hits with a dose series show IC50 in µM;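 note: plate controls were DMSO vehicle for no effect and wells lacking substrate for full effect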
human PMI inhibitors: MPI inhibition at elevated mannose 6-phosphate – biochemical, fluorescence intensity, high mannose 6-phosphate, primary screen (AID 1220). recombinant PMI enzyme, coupled fluorescence intensity; higher % means a stronger effect. inhibition, % at 20 µM, or IC50 in µM where a hit was titrated. hit rate 0.66% among 190,000
HEK293 NOD2/NF-kB: NOD2 signaling inhibitors, cell-based, luminescence, uHTS, HEK293 (AID 1566) | HEK293 NOD2/NF-kB luciferase reporter, luminescence; higher % means a stronger effect | inhibition, % at 4 µM; hits with a dose series show EC50 in µM | hit rate 0.63% among 290,000; note: many of its hits are not listed in these tables
Numbers without * were called inactive; x = no result given; [ ] = remark or other dose. Cut-off read from the data, not from the text of the source, unless noted: active = inhibition above about 50%; inactive = the rest. An excerpt; the hit share may differ from the screen's.

TNAP activators | NOD1 NF-kB reporter | Compound | XIAP antagonists | KOR beta-arrestin-1 | LYP inhibition | KOR beta-arrestin-2 | human PMI inhibition | human PMI inhibitors | HEK293 NOD2/NF-kB
1.1 | -19% | Cc1nc2ccccc2c2oc(C(=O)NC3CC3)cc12 | 9.6% | -1% | -7% | -2.5% | 0% | 8% | 0%
1.1 | -11% | COc1ccc(CCNc2oc(-c3ccco3)nc2C#N)cc1 | -12% | 17% | -2% | -1.5% | 2% | 3% | -2%
x | -9% | O=C(C1CC1)N1CCC(Oc2cccc(C(=O)N3CCCCC3CCO)c2)CC1 (configuration not stated) | x | -7% | -15% | -5.7% | x | x | 14%
x | -37% | O=C(CNC(=O)c1ccco1)OCc1ccc(Br)cc1 | x | -6% | -8% | 0.8% | x | x | -8%
x | -8% | Cc1ccc(S(=O)(=O)NCCS(=O)(=O)N2CCN(c3ccccc3)CC2)cc1 | x | -76% | -10% | 6.5% | x | x | 4%
1.1 | 35% | COc1ccc2cc(C(N)=O)c(=Nc3ccccc3)oc2c1 | 0.1% | 22% | -6% | -6.6% | 0% | 2% | -10%
1 | 6% | Cc1ccccc1OCc1nnc(SCC(=O)NCc2ccccc2)n1C | -4.2% | -32% | -13% | -1.8% | 7% | 2% | 16%
1 | -27% | CN(C)C1=NC(=O)/C(=C\c2ccccc2)S1 | 0.7% | -26% | 4% | -0.3% | -5% | -6% | 18%
1 | 6% | COc1cc(N)c(Br)cc1C(=O)O | -7.0% | -29% | -10% | 26% | -10% | -3% | -3%
x | -12% | Cc1cc(C)cc(NC(=O)c2cccc3c2C(=O)N(C2CCCCC2)C3)c1 | x | -24% | 6% | 2.0% | x | x | -10%
0.9 | -16% | CCc1ccccc1NC(=S)N(Cc1cccnc1)Cc1ccco1 | -11% | 26% | -15% | 7.3% | -4% | -10% | 13%
1.2 | -16% | CCOC(=O)c1nc2cc3n(c(C)c-2c1C)C(C)C(C)=C3C (configuration not stated) | 1.5% | -30% | -2% | -0.4% | -10% | 19% | 18%
1.1 | 29% | CC(C)Sc1cc(N2CCOCC2)nc(-c2ccc(Cl)cc2)n1 | -0.6% | 25% | -1% | -0.9% | 5% | 4% | 7%
x | 0% | Cc1c(C(=O)N2CCCCC2)c(S(=O)(=O)Nc2ccc(F)cc2F)c(C)n1C | x | 14% | -13% | -2.2% | x | x | 7%
1.1 | -18% | CCOC(=O)c1c(C(=O)OCC)c(C)n(CCc2ccc(OC)c(OC)c2)c1C | -2.9% | -22% | -4% | 1.0% | 11% | 38% | 9%

Overlap with the part before: 2 compounds, followed by the next part.
TNAP activators | NOD1 NF-kB reporter | Compound | XIAP antagonists | KOR beta-arrestin-1 | LYP inhibition | KOR beta-arrestin-2 | human PMI inhibition | human PMI inhibitors | HEK293 NOD2/NF-kB
x | 0% | Cc1c(C(=O)N2CCCCC2)c(S(=O)(=O)Nc2ccc(F)cc2F)c(C)n1C | x | 14% | -13% | -2.2% | x | x | 7%
1.1 | -18% | CCOC(=O)c1c(C(=O)OCC)c(C)n(CCc2ccc(OC)c(OC)c2)c1C | -2.9% | -22% | -4% | 1.0% | 11% | 38% | 9%
1.1 | -31% | Cc1ccc(NC(=O)c2ccnc(C(C)(C)C)c2)cc1 | -1.1% | 17% | -1% | 10% | 4% | 6% | -22%
x | -19% | O=C(Nc1ccccc1N1CCOCC1)c1ccc(OCc2cscn2)cc1 | x | 1% | -5% | -2.6% | x | x | 21%
x | -13% | CC1CCN(S(=O)(=O)c2cnc[nH]2)CC1 | x | -2% | -8% | 8.3% | x | x | 1%
1 | -22% | O=C(O)C1C2C=CC(C3CC23)C1C(=O)O (configuration not stated) | -14% | -11% | -8% | -4.6% | 6% | 6% | 4%
1 | -37% | Fc1ccc(N2CCN(C3=Nc4cccc5cccc3c45)CC2)cc1 | -0.5% | -8% | -6% | -7.2% | 8% | 32% | -37%
1 | -38% | O=C1/C(=C/c2cccc3ccccc23)CCCc2ccccc21 | -3.5% | 14% | 0% | -4.1% | 12% | 10% | 10%
1.1 | -3% | CCCCOC(=O)Nc1cc(C)c(Cl)cc1OC | -5.8% | -13% | -2% | -0.4% | 19% | 11% | -2%
x | -4% | CCCCNC(=S)N/N=C/c1cccc(OCC)c1O | x | -10% | -5% | 6.7% | x | x | -5%
1 | 7% | CCOc1ccc(CN(C(=O)c2oc3cc(C)ccc3c2C)C2CCS(=O)(=O)C2)cc1 (configuration not stated) | 1.2% | 37% | 5% | -5.8% | 14% | 8% | -26%
1 | 1% | COc1ccccc1C(=O)Oc1cc(N)n(S(=O)(=O)c2ccccc2)n1 | -14% | 15%[20 µM] | 2% | -0.1% | -3% | -1% | -25%
1.1 | -11% | CCOC(=O)/C(N=O)=C(\O)C1CCN(C(=O)OCC)CC1 | -1.0% | -6% | -4% | -2.7% | 7% | 2% | 1%
1 | -8% | COc1ccccc1C1=NC(c2ccc(F)cc2)N=C1C (configuration not stated) | -8.6% | -36% | -2% | 4.6% | -10% | -12% | -34%
1.1 | -27% | C=CCn1c(NCc2c[nH]c3ccccc23)nc2ccccc21 | -6.0% | -4% | -5% | -2.8% | 11% | 11% | -11%
1.8 | -32% | CCCCN(CCCC)Cc1ccc(C(=O)NNC(=O)Nc2ccc(Cl)cc2)o1 | 1.2% | -12% | -6% | 11% | -14% | -6% | -21%
1.1 | -33% | O=C(Nc1nnc(C2CC2)s1)C1CCCCN1S(=O)(=O)c1ccccc1 (configuration not stated) | -6.4% | -7% | 0% | 1.7% | -6% | -4% | 12%

One compound at a time, as listed above. Order of values: TNAP activators, NOD1 NF-kB reporter, XIAP antagonists, KOR beta-arrestin-1, LYP inhibition, KOR beta-arrestin-2, human PMI inhibition, human PMI inhibitors, HEK293 NOD2/NF-kB
Fc1ccc(N2CCN(C3=Nc4cccc5cccc3c45)CC2)cc1 in the list: 1, -37%, -0.5%, -8%, -6%, -7.2%, 8%, 32%, -37%
COc1ccccc1C1=NC(c2ccc(F)cc2)N=C1C (configuration not stated) in the list: 1, -8%, -8.6%, -36%, -2%, 4.6%, -10%, -12%, -34%
CCOc1ccc(CN(C(=O)c2oc3cc(C)ccc3c2C)C2CCS(=O)(=O)C2)cc1 (configuration not stated) in the list: 1, 7%, 1.2%, 37%, 5%, -5.8%, 14%, 8%, -26%
COc1ccccc1C(=O)Oc1cc(N)n(S(=O)(=O)c2ccccc2)n1 in the list: 1, 1%, -14%, 15%[20 µM], 2%, -0.1%, -3%, -1%, -25%
CCOC(=O)/C(N=O)=C(\O)C1CCN(C(=O)OCC)CC1 in the list: 1.1, -11%, -1.0%, -6%, -4%, -2.7%, 7%, 2%, 1%

The main list resumes, repeating the 2 entries before the break.
TNAP activators | NOD1 NF-kB reporter | Compound | XIAP antagonists | KOR beta-arrestin-1 | LYP inhibition | KOR beta-arrestin-2 | human PMI inhibition | human PMI inhibitors | HEK293 NOD2/NF-kB
1.8 | -32% | CCCCN(CCCC)Cc1ccc(C(=O)NNC(=O)Nc2ccc(Cl)cc2)o1 | 1.2% | -12% | -6% | 11% | -14% | -6% | -21%
1.1 | -33% | O=C(Nc1nnc(C2CC2)s1)C1CCCCN1S(=O)(=O)c1ccccc1 (configuration not stated) | -6.4% | -7% | 0% | 1.7% | -6% | -4% | 12%
1.2 | 9% | Cc1ncc(S(=O)(=O)c2ccccc2)c(-c2ccccc2)n1 | -3.6% | 1% | -8% | -6.5% | -8% | -5% | 15%
x | 15% | CCOc1ccc2nc(N(CCN(C)C)C(=O)/C=C/c3cccs3)sc2c1 | x | -3% | -4% | 2.8% | x | x | 2%
x | -22% | COc1ccc(NC(=O)NC(c2ccccc2)c2ccccc2)c(OC)c1 | x | 4% | -5% | 4.0% | x | x | 2%
x | -27% | Nc1nonc1-n1nnc(C(=O)N/N=C/c2ccc(OCc3ccccc3F)cc2)c1CN1CCCCC1 | x | -66% | -2% | 3.6% | x | x | -32%
2 | -18% | O=C(CC1Nc2cccc3cccc(c23)NC1=O)Nc1ccc(F)cc1 (configuration not stated) | -4.7% | -31% | -8% | -2.4% | 13% | 54%* | 4%
x | -3% | CC(=O)Oc1cc(OC(C)=O)c2c(=O)c(-c3ccc4c(c3)OCCCO4)c(C)oc2c1 | x | 7% | 2% | 13% | x | x | 8%
1 | -30% | CSc1ncccc1C(=O)Nc1nc2ccc(S(C)(=O)=O)cc2s1 | -0.9% | -6% | -4% | 2.3% | -18% | -3% | -4%
x | -1% | CC(=O)c1ccc(-n2ccnc2)cc1 | x | 13% | -7% | -2.1% | x | x | -12%
1.2 | 50% | Cc1ccnc(NC(=O)c2ccccc2[N+](=O)[O-])c1 | -3.7% | 18% | 0% | -0.2% | 1% | -3% | -10%
x | 9% | C=CCn1c(O)c(N=NC(=O)c2cccnc2)c2cc(Br)ccc21 | x | -14% | -4% | 7.8% | x | x | -7%
x | -10% | Cc1cc(/C=C2\C(=N)N3N=C(c4ccco4)SC3=NC2=O)c(C)n1Cc1ccccc1 | x | 2% | 14% | -2.0% | x | x | 7%
x | 15% | Cn1cc(S(=O)(=O)Cc2ccc(F)cc2)c2ccccc21 | x | -39%[20 µM] | -9% | 3.6% | x | x | 1%
1.1 | -37% | COc1ccc(CCNC(=O)CSc2nnc3ccc(-c4ccncc4)nn23)cc1 | -1.1% | 6% | -7% | -2.3% | -3% | -4% | 15%
1.2 | -5% | CN1CC(=O)N(C)c2ncn(Cc3ccccc3)c2C1=O | -1.4% | 11% | -4% | -2.3% | 6% | 5% | -8%
1.1 | -8% | COc1cc(C(=O)NCCc2ccc3c(c2)OCCO3)ccc1OCC(=O)N1CCOCC1 | -1.5% | -38% | -3% | 1.0% | 8% | -1% | -10%

TNAP activators | NOD1 NF-kB reporter | Compound | XIAP antagonists | KOR beta-arrestin-1 | LYP inhibition | KOR beta-arrestin-2 | human PMI inhibition | human PMI inhibitors | HEK293 NOD2/NF-kB
x | -9% | Cc1ccc(CN(C(=O)COc2ccc(Br)cc2)C2CCS(=O)(=O)C2)o1 (configuration not stated) | x | -11% | -8% | -2.8% | x | x | 4%
1.1 | -10% | COc1ccc(S(=O)(=O)N2CCN(C)CC2)cc1C | -2.3% | 4% | -12% | 2.1% | -1% | 6% | 3%
1.1 | -32% | C=CCn1c(=S)[nH]c2scc(-c3ccc(C)o3)c2c1=O | -2.7% | 0% | 1% | -9.8% | -8% | -4% | -23%
x | 1% | OC(CN1CCN(C(c2ccccc2)c2ccccc2)CC1)c1ccc(Br)cc1 (configuration not stated) | x | 17% | -5% | -4.8% | x | x | -6%
x | -23% | CC(=O)N1CCc2c(sc(NC(=O)C3CCCCC3)c2C(N)=O)C1 | x | 20%[20 µM] | 0% | -4.8% | x | x | -2%
1 | -15% | COc1ccc(N2CCN(CCCNS(=O)(=O)c3c(C)noc3/C=C/N(C)C)CC2)cc1 | -5.6% | 16% | 1% | 5.7% | 14% | 15% | -11%
1.1 | -8% | COc1ccc(Cl)cc1NC(=O)C1CCCO1 (configuration not stated) | -5.4% | 7% | -5% | 2.0% | -7% | -1% | -4%
